# High-throughput results (PubChem)
# GLS inh = blocks human kidney-isoform glutaminase activity; GLS enzymatic activity, qHTS titration; AID 624170; 0.21% of 410,000 active; O94925; Potency, µM (titrated, usually from 45.5 µM), for inactives: at the top dose activity change, negative = inhibition, actives largely listed as inhibitors; active means well fitted inhibition curve with a large enough effect; further: potency means the concentration at half of the fitted maximal effect
#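 Read-out is an Amplex red fluorescence increase coupled through glutamate oxidase and HRP, measured before and after 30 min room-temperature incubation. hKGA is in 45 mM KH2PO4 (pH 8.2) with 0.02% Tween-20; glutamine added as 1mM solution.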
# PI4K2A block = PI4K2A (human) kinase inhibition. AID 1346378. purified PI4K2A, ADP-Glo luminescence, 1 h; stronger effect = lower value. 0.13% of 420,000 active. Q9BTU6. activity change, negative = inhibition, % at 76.9 µM; in the data active means activity change below about -50%;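 further: -100% = wells without enzyme as full effect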
# Target sequence (Q9BTU6 whole entry, looked up): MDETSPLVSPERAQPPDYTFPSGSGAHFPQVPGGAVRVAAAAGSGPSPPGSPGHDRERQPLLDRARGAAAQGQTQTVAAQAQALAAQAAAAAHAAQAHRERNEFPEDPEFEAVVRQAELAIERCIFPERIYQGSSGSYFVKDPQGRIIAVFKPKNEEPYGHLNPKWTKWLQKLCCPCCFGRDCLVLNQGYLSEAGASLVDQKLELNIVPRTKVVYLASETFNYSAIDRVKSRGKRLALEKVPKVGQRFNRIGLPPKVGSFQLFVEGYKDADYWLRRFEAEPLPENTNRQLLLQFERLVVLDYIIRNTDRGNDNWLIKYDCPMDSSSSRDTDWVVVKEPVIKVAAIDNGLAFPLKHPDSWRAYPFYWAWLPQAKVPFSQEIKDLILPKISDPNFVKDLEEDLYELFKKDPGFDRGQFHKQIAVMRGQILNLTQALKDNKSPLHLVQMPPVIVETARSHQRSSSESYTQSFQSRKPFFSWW
#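 PI4K2A activity was measured by ADP-Glo luminescence: enzyme (4 ug/mL stock) and phosphatidylinositol (1.2 mM stock) in Tris pH 7.5/MgCl2/EGTA/Triton X-100 buffer were reacted with ATP (300 microM stock) for one hour at ambient temperature.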
# Active calls of the source: *; & = joins results of further samples. Unless noted, on the % scale 0 is the no-effect control and ±100 the full control effect. Not all compounds are listed. The share of hits here may be higher or lower than overall.
SMILES,GLS inh,PI4K2A block
CCNC(=O)C1CCCN(C(=O)c2ccc(OC(F)F)cc2)CC1 (stereo unspecified),6%,0
CCCCC(c1nc2ccccc2[nH]1)n1c(-c2ccccc2)nc2cc(C)c(C)cc21 (stereo unspecified),3%,-3
COC(=O)CCCCC1=CCC2C(=O)C=C(O)C2C1 (stereo unspecified),13µM*,-19
CN1CCN(C(=O)c2cccc3c(-c4ccc(F)c(F)c4)coc23)CC1,0%,3
O=C(NCc1ccccc1)c1cc(C2CCCN(C(=O)c3ccc4c(c3)CCO4)C2)on1 (stereo unspecified),1%,2
O=C(NCCNC(=O)c1cccnc1)c1cccnc1,-2%,-3
Cc1cccc(S(=O)(=O)NC(=O)C2(C)CCN2C(=O)c2c(C)noc2C)c1 (stereo unspecified),19%,-1
COc1cc(-c2cnc3c(NC=O)cc(-c4cccnc4)cn23)cc(OC)c1OC,6%,-6
Cc1cc(Br)cn2c(Cc3ccsc3)c(C3CCCCC3)nc12,-22%,-22
O=C(Nc1ccc2c(c1)OCCO2)C1c2ccccc2OCC(=O)N1CCc1ccccc1 (stereo unspecified),8%,-2
CCOc1cc(OCC)cc(C(=O)N2CCC[C@H]2C(=O)N2CCC[C@H]2C(=O)N[C@H](C)c2ccccc2)c1,3%,-10
C=CCOc1cccn2c(N(C)C(=O)c3ccc(OC)cc3)c(CC)nc12,1%,0
COc1ccc(Cl)cc1-c1cc(C(=O)Nc2ccc(Br)cc2)[nH]n1,16%,-3
CC1(C(=O)NCc2ccco2)CCN1C(=O)C1(c2ccccc2)CC1 (stereo unspecified),-19%,1
CCCCNC(=O)C1(C)CCN1Cc1ccc(C(=O)OCC)cc1 (stereo unspecified),4%,-1
COc1ccc(F)cc1-c1cc(NC=O)c2ncc(-c3cccc(C(=O)N(C)C)c3)n2c1,-8%,-12
CC(C)CC(N)c1csc(NC(=O)Nc2ccccc2C(C)(C)C)n1 (stereo unspecified),-6%,3
CC(=O)N1CCN(Cc2cc(=O)oc3cc(C)cc(C)c23)CC1,0%,1
O=C(NCc1ccc(F)cc1)c1cc(C2CCCCN2S(=O)(=O)c2cccc3cccnc23)on1 (stereo unspecified),7%,-8
O=C(Nc1ccccc1F)c1csc(COCCO)n1,8%,-4

# Given with values under each structure: part of the list above.
# Second line of a record – GLS inh | PI4K2A block
> C=CCOc1cccn2c(N(C)C(=O)c3ccc(OC)cc3)c(CC)nc12
  1% | 0
> COc1ccc(Cl)cc1-c1cc(C(=O)Nc2ccc(Br)cc2)[nH]n1
  16% | -3

# (next part)
SMILES,GLS inh,PI4K2A block
CC(=O)Nc1ccc(NC(=O)C2(C)Cc3c(-c4ccccc4)ccnc3O2)cc1 (stereo unspecified),0%,-3
CC(=O)Nc1ccc(-c2ccnc3c2CC(C(=O)NCCc2ccccc2)O3)cc1 (stereo unspecified),1%,3
CCOC(=O)[C@]12CCCC=C1N(Cc1cccc3ccccc13)C(=O)[C@H](CC(=O)NCCCCc1ccccc1)C2,-7%,-2
O=C(Nc1ccc2c(c1)OCO2)c1cc(C2CCCN(C(=O)C3CCCCC3)C2)on1 (stereo unspecified),1%,-1
Fc1ccc(Nc2cncc(-c3ccsc3)c2)cc1Cl,-1%,-50*
CSc1nc(N)n2nc(C)cc2n1,-10%,-4
CCNC(=O)C1(C)CCN(Cc2ccc(C#N)cc2)C1 (stereo unspecified),3%,0
CCNC(=O)C1(C)CCCN(C(=O)CCc2cccs2)C1 (stereo unspecified),6%,2
Nc1cccc2c1CN(C1CCC(=O)NC1=O)C2=O (stereo unspecified),0%,-3&7
COc1ccc(NC(=O)C2Cc3c(-c4cccc(NC(C)=O)c4)ccnc3O2)cc1OC (stereo unspecified),2%,-3
CCCCC(=O)N(C)c1c(C)nc2ccc(C(=O)Nc3cccc(OC)c3)cn12,8%,-5
Cc1cc(Br)cn2c(Cc3cccc(F)c3)c(-c3ccc(F)cc3)nc12,1%,2
CCOC(=O)C1=CCN(S(=O)(=O)c2ccccc2Br)C1c1ccc(Cl)c(Cl)c1 (stereo unspecified),5%,5
CC1(C(=O)Nc2cccc(Oc3ccccc3)c2)Cc2c(-c3ccc4c(c3)OCO4)ccnc2O1 (stereo unspecified),0%,4
O=C1c2ccccc2C(c2nnnn2Cc2ccccc2)N1CCCn1ccnc1 (stereo unspecified),-29%,3
Nc1ccc(CC(N)c2csc(Nc3cc(Oc4ccccc4)ncn3)n2)cc1 (stereo unspecified),13%,2
Cc1ccccc1COc1cccn2c(N(C)C(=O)CCC3CCCC3)c(C)nc12,0%,1
Fc1ccc(-c2nc3c4ccccc4ccn3c2Cc2ccsc2)cc1,3%,-2
CCCOc1ccc(F)cc1-c1cc(C(=O)Nc2ccccc2)[nH]n1,3%,-7
O=C1NC[C@H](CCCCN2C[C@H](Cc3ccc(O)cc3)N(Cc3ccccc3)C(=O)C2=O)N(CCc2ccc(O)cc2)C1=O,-2%,0
CC(C)(C(=O)N1CCC1(C)C(=O)NS(=O)(=O)c1cccc(C#N)c1)c1ccccc1 (stereo unspecified),6%,-2
CC(C)C(=O)N1CCC1(C)C(=O)NCc1cc(Cl)ccc1F (stereo unspecified),5%,-1
Fc1cccc(Cc2c(C3CCCCC3)nc3ccc(Cl)cn23)c1,-2%,-1
O=C(C=Cc1ccccc1F)c1ccccc1,2%,2
COc1cccc(C2=Cc3ccc(F)cc3C(CC(C)=O)N2c2ccc(C#CC3(O)CCCCC3)cc2)c1 (stereo unspecified),8%,-3
CCOC1=C2CN(S(=O)(=O)c3ccc(C)cc3)[C@H](c3ccccc3)C[C@@H]2N(S(=O)(=O)c2ccc(C)cc2)[C@H](c2ccccc2)C1,-5%,3
Cc1cc(Cl)ccc1-c1cc2nc(NCCCN(C)C)n(C)c(=O)c2s1,4%,4
Cc1ccc(NC(=O)C2(C)CCN2C(=O)Cc2cc(F)ccc2F)cc1 (stereo unspecified),3%,-2
CCOC(=O)[C@]12CCC=C1N(Cc1ccccc1)C(=O)[C@H](CC(=O)N1CCSCC1)C2,-10%,-9
COc1ccccc1CCn1cnc(-c2ccc(Br)cc2)c1C(C)C,2%,0
Cc1ccc(S(=O)(=O)NC[C@H]2O[C@@H](n3cnc4c(N)ncnc43)[C@H](O)[C@@H]2O)cc1,1%,-4
COc1ccc(-c2cc(NC=O)c3ncc(-c4ccc(OC)c(OC)c4)n3c2)c(OC)c1,-8%,-7
CCc1ccc(S(=O)(=O)NCc2ccc(C(=O)NCCN(Cc3ccccc3)C(C)C)cc2)cc1,11%,2
Cc1ccc2ccccc2c1C(O)c1ncc(-c2ccccc2Cl)[nH]1 (stereo unspecified),1%,-12
CCCNC(=O)C1(C)CCN(C(=O)c2cc(F)ccc2C)C1 (stereo unspecified),-2%,0
CC(C)(C)OC(=O)N1CCC[C@@H]1C(=O)N1CCC[C@@H]1C(=O)NCc1ccccc1Cl,4%,3
COc1ccc(NC(=O)c2cc(C3CCCCN3C(=O)c3ccc(NC(C)=O)cc3)on2)c(C)c1 (stereo unspecified),2%,0
CC(C)C[C@@H]1Cc2[nH]c(=S)[nH]c(=O)c2[C@H](CCc2ccccc2)O1,4%,0
COc1cccc(NC(=O)C2(C)CCN2C(=O)Cc2cccc3ccccc23)c1 (stereo unspecified),0%,-2
O=S1(=O)CC(N2CCN(Cc3ccccc3F)CC2)CN1Cc1cn(Cc2ccccc2)nn1 (stereo unspecified),0%,5
CN1[C@@H](COCc2ccccc2)C=CS1(=O)=O,1%,1
CC(C)C[C@H]1CN([C@@H](Cc2ccc(O)cc2)CN2CCC[C@@H]2CN2C(=S)NC[C@@H]2Cc2ccccc2)C(=S)N1CCc1ccccc1,10%,3
CC(C)NC(=O)CN1CCN(C(c2cc3ccccc3o2)c2nnnn2C(C)(C)C)CC1 (stereo unspecified),-10%,1
CCNC(=O)C1(C)CCN(C(=O)c2ccc(OC)cc2)C1 (stereo unspecified),1%,1
Cc1ccc(S(=O)(=O)NC(=O)C2(C)CCN2C(=O)Cc2ccc(-c3ccccc3)cc2)cc1 (stereo unspecified),12%,-2
O=C(CC[C@H]1O[C@@H](n2ccc(=O)[nH]c2=O)[C@H](O)[C@@H]1O)NCC(c1ccccc1)c1ccccc1,-3%,2
CCCS(=O)(=O)NC(=O)C1(C)CCCN(C(=O)c2cncc(Br)c2)C1 (stereo unspecified),1%,1
NC(Cc1ccccc1)c1csc(Nc2ccc(C(=O)NCCO)cc2)n1 (stereo unspecified),4%,2
Cc1ccsc1CNC(=O)C1(C)CCN1C(C)C (stereo unspecified),-25%,-2
O=C1O[C@@H](c2ccccc2)C[C@@H](O)[C@H](O)CCCCc2ccccc21,-3%,-4
C[C@@H]1COc2cccc(N3CCC[C@@H]3CO)c2S(=O)(=O)N1,1%,0
Cn1c(=O)c2c(-c3ccccc3)n(-c3cc(Cl)c([N+](=O)[O-])cc3O)cc2n(C)c1=O,22%,-2
COc1ccc(S(=O)(=O)NC(=O)C2(C)CCN2C(=O)CC2CCCCC2)cc1OC (stereo unspecified),3%,-1
Cc1ccc2nc(-c3ccccc3)c(Cc3ccsc3)n2c1,-18%,-4
CC(C)CNC(=O)C1(C)CCCN1Cc1ccccc1OC(F)F (stereo unspecified),-20%,2
CC1(Oc2ccc3ccccc3c2)CCN(Cc2ccc(OC(F)(F)F)cc2)C1 (stereo unspecified),6%,-1
CCCNC(=O)C1(C)CCN(C(=O)c2ccc3snnc3c2)C1 (stereo unspecified),-18%,0
CNc1cncc(-c2cc(C)c(O)c(C)c2)n1,4%,2
COc1cccc(-c2cnc3c(NC=O)cc(-c4ccccc4)cn23)c1,-13%,0
COCCNc1nc(NCc2ccc(C)cc2C)c2sccc2n1,-4%,3

# Part of the list above, with values ahead of the structure.
GLS inh | PI4K2A block | canonical_smiles
4% | 3 | CC(C)(C)OC(=O)N1CCC[C@@H]1C(=O)N1CCC[C@@H]1C(=O)NCc1ccccc1Cl
2% | 0 | COc1ccc(NC(=O)c2cc(C3CCCCN3C(=O)c3ccc(NC(C)=O)cc3)on2)c(C)c1 (stereo unspecified)
4% | 0 | CC(C)C[C@@H]1Cc2[nH]c(=S)[nH]c(=O)c2[C@H](CCc2ccccc2)O1
0% | -2 | COc1cccc(NC(=O)C2(C)CCN2C(=O)Cc2cccc3ccccc23)c1 (stereo unspecified)
0% | 5 | O=S1(=O)CC(N2CCN(Cc3ccccc3F)CC2)CN1Cc1cn(Cc2ccccc2)nn1 (stereo unspecified)
1% | 1 | CN1[C@@H](COCc2ccccc2)C=CS1(=O)=O
10% | 3 | CC(C)C[C@H]1CN([C@@H](Cc2ccc(O)cc2)CN2CCC[C@@H]2CN2C(=S)NC[C@@H]2Cc2ccccc2)C(=S)N1CCc1ccccc1
-10% | 1 | CC(C)NC(=O)CN1CCN(C(c2cc3ccccc3o2)c2nnnn2C(C)(C)C)CC1 (stereo unspecified)
1% | 1 | CCNC(=O)C1(C)CCN(C(=O)c2ccc(OC)cc2)C1 (stereo unspecified)
12% | -2 | Cc1ccc(S(=O)(=O)NC(=O)C2(C)CCN2C(=O)Cc2ccc(-c3ccccc3)cc2)cc1 (stereo unspecified)
-3% | 2 | O=C(CC[C@H]1O[C@@H](n2ccc(=O)[nH]c2=O)[C@H](O)[C@@H]1O)NCC(c1ccccc1)c1ccccc1
1% | 1 | CCCS(=O)(=O)NC(=O)C1(C)CCCN(C(=O)c2cncc(Br)c2)C1 (stereo unspecified)
4% | 2 | NC(Cc1ccccc1)c1csc(Nc2ccc(C(=O)NCCO)cc2)n1 (stereo unspecified)
-25% | -2 | Cc1ccsc1CNC(=O)C1(C)CCN1C(C)C (stereo unspecified)
-3% | -4 | O=C1O[C@@H](c2ccccc2)C[C@@H](O)[C@H](O)CCCCc2ccccc21
1% | 0 | C[C@@H]1COc2cccc(N3CCC[C@@H]3CO)c2S(=O)(=O)N1
22% | -2 | Cn1c(=O)c2c(-c3ccccc3)n(-c3cc(Cl)c([N+](=O)[O-])cc3O)cc2n(C)c1=O
3% | -1 | COc1ccc(S(=O)(=O)NC(=O)C2(C)CCN2C(=O)CC2CCCCC2)cc1OC (stereo unspecified)
-18% | -4 | Cc1ccc2nc(-c3ccccc3)c(Cc3ccsc3)n2c1
-20% | 2 | CC(C)CNC(=O)C1(C)CCCN1Cc1ccccc1OC(F)F (stereo unspecified)
6% | -1 | CC1(Oc2ccc3ccccc3c2)CCN(Cc2ccc(OC(F)(F)F)cc2)C1 (stereo unspecified)
-18% | 0 | CCCNC(=O)C1(C)CCN(C(=O)c2ccc3snnc3c2)C1 (stereo unspecified)
4% | 2 | CNc1cncc(-c2cc(C)c(O)c(C)c2)n1
-13% | 0 | COc1cccc(-c2cnc3c(NC=O)cc(-c4ccccc4)cn23)c1

# (next part)
SMILES,GLS inh,PI4K2A block
CC1(C(=O)Nc2cccc3c2CCCC3)CCN1C(=O)C1(c2ccc(Cl)cc2)CC1 (stereo unspecified),-6%,2
O=C(NCc1ccccc1)c1cc(C2CCCCN2C(=O)c2ccc3c(c2)CCO3)on1 (stereo unspecified),8%,0
Clc1cccc(-c2nc3c4ccccc4ccn3c2Cc2ccccc2)c1,-14%,-1
COC(=O)[C@]12CCCCC=C1N(CCC1=CCCCC1)C(=O)[C@H](CC(=O)NCc1cccc3ccccc13)C2,0%,-5
